Compound activity from PubChem.
CCHFV vOTU inh: blocks the CCHF virus ovarian tumor domain protease; CCHFV vOTU protease, Pep-AMC fluorescence; inhibition, % at 11.5 µM; 370,000 tested, 0.55% active; note: 0% = vehicle wells with enzyme and 100% = no enzyme wells
BoNT-F LC inh: inhibitors of Botulinum neurotoxin F light chain protease. Multiplex microsphere protease cleavage assay, flow cytometry. inhibition, % at 10 µM. 360,000 tested, 0.22% active. AID 588497; in the data active = inhibition above about 35%, passing the limit was not always enough; inconclusive = no clear call, values can overlap the other calls; note: plate controls were buffer without enzyme for full effect and enzyme alone for no effect
MazEF act: MazEF (E. coli) toxin RNase activation | activation, % at 20 µM | FAM/BHQ RNA-DNA oligo cleavage fluorescence, 5 h | 350,000 tested, 0.32% active | AID 504720 | P0AE70; in the data active = activation above about 50%
Target sequence (P0AE70 whole entry, looked up): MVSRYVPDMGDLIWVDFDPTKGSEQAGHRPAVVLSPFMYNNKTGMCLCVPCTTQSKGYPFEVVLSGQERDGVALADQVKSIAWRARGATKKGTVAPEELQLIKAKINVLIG
Mtb FBA inh: Mtb fructose-bisphosphate aldolase inhibition; 360,000 tested, 2.3% active; inhibition, % at 1 µM; AID 588726; purified M. tuberculosis FBA, fluorescence read-out; in the data active = inhibition above about 27%;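 note: 0% = vehicle and 100% = reference inhibitor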
GDH-TPI inh: GDH-TPI coupled enzyme inhibition counter-screen. GDH-TPI coupled enzyme counterscreen, NADH absorbance. inhibition, % at 4.8 µM. 360,000 tested, 1.2% active. AID 588335;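 note: 0% = DMSO wells and 100% = wells lacking the enzyme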
Mtb BioA inh: inhibitors of Mycobacterium tuberculosis BioA enzyme | purified M. tuberculosis BioA enzyme, plate reader | inhibition, % at 9.99 µM | 360,000 tested, 0.096% active | AID 602481; in the data active = inhibition above about 40%; inconclusive = no clear call, values can overlap the other calls
Mtb UGM inh: blocks M. tuberculosis UGM enzyme; P9WIQ1; purified UGM, fluorescence polarization probe displacement; inhibition, % at 10 µM; 320,000 tested, 0.06% active; AID 504406; in the data active = inhibition above about 10%, passing the limit was not always enough; inconclusive = no clear call, values can overlap the other calls
Target sequence (P9WIQ1 whole entry, looked up): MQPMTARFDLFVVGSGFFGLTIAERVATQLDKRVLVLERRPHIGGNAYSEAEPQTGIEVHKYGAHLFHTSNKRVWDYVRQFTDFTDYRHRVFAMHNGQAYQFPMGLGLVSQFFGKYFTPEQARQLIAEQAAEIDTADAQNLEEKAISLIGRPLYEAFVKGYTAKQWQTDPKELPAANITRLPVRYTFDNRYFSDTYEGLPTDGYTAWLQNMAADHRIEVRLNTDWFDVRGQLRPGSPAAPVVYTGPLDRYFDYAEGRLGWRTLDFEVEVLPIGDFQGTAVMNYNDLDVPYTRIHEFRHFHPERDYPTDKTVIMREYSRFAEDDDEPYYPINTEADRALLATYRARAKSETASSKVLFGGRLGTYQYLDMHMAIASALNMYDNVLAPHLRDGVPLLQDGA
Rv3671c inh: Rv3671c (M. tuberculosis) protease inhibition; P9WHR9; inhibition, % at 5.96 µM; 320,000 tested, 0.048% active; in the data active = inhibition above about 38%;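 note: extracellular domain of Rv3671c used as enzyme; 0% = enzyme with DMSO and 100% = no enzyme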
Target sequence (P9WHR9 whole entry, looked up, the tested form may be a part): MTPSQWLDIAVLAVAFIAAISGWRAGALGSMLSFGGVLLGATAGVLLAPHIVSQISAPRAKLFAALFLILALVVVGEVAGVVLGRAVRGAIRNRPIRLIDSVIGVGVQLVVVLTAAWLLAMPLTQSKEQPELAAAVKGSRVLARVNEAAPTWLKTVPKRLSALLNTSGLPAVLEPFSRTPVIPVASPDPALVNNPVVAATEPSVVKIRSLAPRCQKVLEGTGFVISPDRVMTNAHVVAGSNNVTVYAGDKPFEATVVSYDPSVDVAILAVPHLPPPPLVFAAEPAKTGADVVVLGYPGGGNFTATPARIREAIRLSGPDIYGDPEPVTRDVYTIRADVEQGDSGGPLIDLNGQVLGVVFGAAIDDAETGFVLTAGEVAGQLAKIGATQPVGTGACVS
DUSP3 inh: DUSP3 (human) phosphatase inhibition | AID 1654 | recombinant VHR phosphatase, pNPP absorbance | 290,000 tested, 0.52% active | inhibition, % at 13.3 µM; in the data active = inhibition above about 50%; note: some compounds called inactive have numbers as strong as hits
FadD28 binding: blocks FadD28 binding to the bisubstrate probe | fluorescence polarization | 360,000 tested, 0.22% active | inhibition, % at 12.5 µM; in the data active = inhibition above about 8.5%, passing the limit was not always enough; inconclusive = no clear call, values can overlap the other calls
* marks the source's active call; other numbers are inactive results; ? = inconclusive; . = not tested or not shown. Cut-off read from the data, not from the text of the source, unless noted: active = inhibition above about 30%; inactive = the rest. This is a random part of the collection; any-hit rate near 4.9%.

SMILES | CCHFV vOTU inh | BoNT-F LC inh | MazEF act | Mtb FBA inh | GDH-TPI inh | Mtb BioA inh | Mtb UGM inh | Rv3671c inh | DUSP3 inh | FadD28 binding
CCOc1ccccc1C(=O)NCC(=O)NCCc1ccc(S(N)(=O)=O)cc1 | 19 | -4 | 1 | 0 | 14 | -1.2 | -0.8 | -3 | 15 | 0.4
C(=C\c1ccccc1)/CN1CCN(C(c2ccccc2)c2nnnn2C2CCCCC2)CC1 (stereo not drawn) | 2 | -2 | . | -1 | . | -0.4 | . | . | . | 0.1
CC(NC(=O)CCc1nnc(-c2ccc(-c3ccccc3)cc2)o1)c1nccs1 (stereo not drawn) | 13 | -7 | 10 | 0 | -13 | . | -0.4 | -3 | 13 | -3.6
O=C(Nc1ccccc1Cl)C1CCCN(S(=O)(=O)c2ccc(F)cc2)C1 (stereo not drawn) | -18 | 5 | -10 | 2 | 12 | 1.0 | -2.3 | -3 | -25 | -1.6
CSc1ccc(-c2cc3c(c4c2ccn4C)C2CCC3C2)cc1 (stereo not drawn) | 0 | -17 | . | 21 | . | -0.3 | . | . | . | 0.5
Cc1cc2cc(CN3C(=O)c4ccccc4C3=O)ccc2[nH]1 | 11 | -1 | 3 | 1 | 2 | -0.7 | 1.6 | 4 | -3 | -1.2
CCN(CC)CCNC(=S)Nc1ccc2nc(N3CCOCC3)cc(C)c2c1 | -15 | -29 | 7 | 26 | 20 | -0.3 | -0.8 | 9 | 38 | 1.6
Cc1cccc(OCC(=O)Nc2ccc3c(c2)nc(CN2CCCCC2)n3C)c1 | 4 | -3 | -5 | 2 | -3 | . | 4.7 | -1 | 33 | -0.3
COc1ccc(NC(=O)C2(C)Cc3c(-c4cccc(C(N)=O)c4)ccnc3O2)cc1OC (stereo not drawn) | -6 | -2 | . | 2 | -2 | 16 | . | . | . | -0.5
CC(=O)c1c(C)n(-c2ccccc2)c2ccc(OCC(O)CN3CCOCC3)cc12 (stereo not drawn) | 1 | 0 | 3 | -2 | 8 | . | -2.1 | -8 | 21 | -1.1
O=C(Nc1nc2ccccc2s1)c1ccc([N+](=O)[O-])o1 | 2 | 4 | 0 | -4 | 12 | . | 1.3 | 4 | -16 | -4.1
O=S(=O)(c1ccc(Br)s1)N1CCC2(CC1)OCCO2 | 0 | -1 | 3 | 1 | -3 | 1.3 | 0.1 | 10 | 24 | -3.7
CCOC(=O)C1=C(CS(=O)(=O)c2ccc(C)cc2)NC(=O)NC1c1ccc(O)c(OC)c1 (stereo not drawn) | 16 | 10 | 0 | 6 | 6 | 2.1 | -2.9 | 6 | 17 | -0.7
CC(=O)N1c2cc3ccccc3cc2N(C(C)=O)c2cc3ccccc3cc21 | 6 | -8 | 6 | 7 | 12 | 1.0 | . | . | . | -1.9
Cc1cc(C)nc(NN=C(c2ccccc2)c2ccccc2)n1 | 14 | 4 | 7 | -3 | 14 | 0.0 | 1.0 | -1 | 14 | -3.3
N#C/C(=C\c1c(F)cccc1Cl)S(=O)(=O)c1ccccn1 | -1 | -12 | 5 | 3 | 0 | . | 1.5 | -3 | 16 | -2.0
COc1ccc(S(=O)(=O)N2CCOCC2)cc1NC(=O)c1ccccc1C | -7 | 2 | -2 | 1 | 4 | -3.3 | 0.7 | 18 | 22 | 0.1
O=C(Nc1ccc(C(=O)N2CCCCC2)cc1)C1CCCC1 | -10 | -10 | -4 | 5 | -2 | -2.9 | . | . | . | 0.0
COc1ccc(C)cc1NC(=O)CCCN1C(=O)C(c2ccccc2)Oc2cccnc21 (stereo not drawn) | 0 | 1 | -5 | -1 | 10 | . | 0.2 | -8 | 34 | 1.2
CCOC(=O)C1CCN(C(=O)COc2ccc(S(=O)(=O)N3CCOCC3)cc2C)CC1 | 16 | 1 | 8 | -2 | -1 | -1.0 | 0.6 | -3 | 7 | -0.7

Record cards (already shown). Screens in order: CCHFV vOTU inh | BoNT-F LC inh | MazEF act | Mtb FBA inh | GDH-TPI inh | Mtb BioA inh | Mtb UGM inh | Rv3671c inh | DUSP3 inh | FadD28 binding
Cc1cccc(OCC(=O)Nc2ccc3c(c2)nc(CN2CCCCC2)n3C)c1 as listed: 4 | -3 | -5 | 2 | -3 | . | 4.7 | -1 | 33 | -0.3
CCOc1ccccc1C(=O)NCC(=O)NCCc1ccc(S(N)(=O)=O)cc1 as listed: 19 | -4 | 1 | 0 | 14 | -1.2 | -0.8 | -3 | 15 | 0.4

Continuation:
SMILES | CCHFV vOTU inh | BoNT-F LC inh | MazEF act | Mtb FBA inh | GDH-TPI inh | Mtb BioA inh | Mtb UGM inh | Rv3671c inh | DUSP3 inh | FadD28 binding
Cc1cc(C)cc(NC(=O)Nc2ccc(N3CCCCC3)cc2)c1 | 4 | . | 5 | 0 | 4 | -0.9 | -0.5 | 5 | 17 | 1.0
CCN(CC(=O)NCc1ccc(F)cc1)C(=O)c1cccc(S(=O)(=O)N(C)c2ccc(OC)cc2)c1 | 16 | -4 | 0 | -1 | -3 | 0.5 | . | . | . | -6.8
O=C(NCc1ccccc1)C(=O)c1cn(CC(=O)N2CCOCC2)c2ccccc12 | 35* | . | -21 | -1 | 17 | 0.5 | 1.1 | -3 | -20 | -1.4
CN(CC(=O)N1CC=C(c2ccccc2)CC1)S(=O)(=O)c1ccc2c(c1)c(=O)n(C)c(=O)n2C | -2 | 2 | -1 | 4 | 0 | -2.2 | -2.1 | -8 | 46 | -0.7
COc1ccccc1NC(CC(=O)c1ccccc1)C(=O)OCC(=O)c1ccc(F)cc1 (stereo not drawn) | 1 | -5 | 8 | -5 | -5 | . | -0.7 | 1 | 21 | -3.0
O=c1cnn(Cc2c(Cl)cccc2Cl)c2ccccc12 | -12 | 5 | -1 | -1 | 14 | -1.0 | -0.3 | 1 | 2 | -2.2
O=C(Nc1ccc(-c2csc(Nc3ccc(Cl)cc3)n2)cc1)c1ccccc1 | 16 | -5 | -12 | 1 | 15 | -1.2 | -0.1 | -4 | . | -1.9
Cc1ccc(CS(=O)(=O)Cc2ccc(C(=O)NCCCN3CC(C)CC(C)C3)o2)cc1 (stereo not drawn) | -2 | 11 | 10 | 4 | 10 | 6.1 | 3.0 | -1 | 12 | -1.8
COc1ccc(CCN(Cc2nc3ccccc3c(=O)[nH]2)C(=O)c2ccco2)cc1 | 14 | 12 | 8 | -3 | 4 | -2.1 | 1.6 | -9 | 18 | -1.9
COc1ccc(CN(C)C(=O)c2cnc(C)cn2)c(OC)c1OC | -8 | 0 | 11 | 2 | 4 | -0.5 | 1.6 | -8 | -6 | -0.4
Cc1ccccc1NCN1C(=O)C2C3C=CC(C3)C2C1=O (stereo not drawn) | 5 | 7 | -3 | -7 | -3 | -0.1 | -1.9 | 1 | 19 | -3.1
CCOc1ccc(-c2cc(CCCC(=O)NCCCOC)no2)cc1 | -6 | -10 | 0 | 1 | -15 | -0.9 | 1.5 | 2 | 41 | -3.1
COc1cccc(C(=O)NNC(=O)C(=O)Nc2cccc(Cl)c2C)c1 | 8 | -9 | -16 | 1 | 11 | -1.0 | -0.3 | 7 | 26 | 0.7
CCOC(=O)C(NCc1ccco1)(NC(=O)c1ccccc1)C(F)(F)F (stereo not drawn) | 9 | -4 | 6 | -2 | -8 | -0.7 | 0.0 | -4 | 23 | -3.7
CCOC(=O)c1c2c(n(Cc3ccccc3)c1C)C(=O)C(=O)c1ccccc1-2 | 102* | 13 | 5 | -4 | 0 | . | . | . | . | -1.8
C#CCOc1ccc(CNC[C@H]2O[C@@H](n3cnc4c(N)ncnc43)[C@H](O)[C@@H]2O)cc1 | -6 | 2 | 10 | 0 | -9 | -2.2 | -7.1 | 4 | . | 5.0
COC1OC2COC(c3ccccc3)OC2C(OC(C)=O)C1OC(C)=O (stereo not drawn) | -4 | 6 | 14 | -1 | -4 | . | . | . | . | -1.6
COc1ccc(C(=O)C2CCCN(C(=O)c3ccc4nccnc4c3)C2)c(C)c1 (stereo not drawn) | 1 | -6 | 2 | 2 | 6 | -3.5 | 0.1 | -7 | -10 | -0.3
O=C1c2ccccc2C(O)N1Cc1ccccc1 (stereo not drawn) | -13 | 2 | 1 | 1 | 9 | -0.1 | -1.6 | 0 | -11 | -2.0
CC(C)Cc1nnc(NC(=O)c2ccc3c(c2)OCCO3)s1 | -5 | . | 8 | 2 | -1 | -0.5 | 2.9 | -10 | . | 0.7
CCC(C)N1C(=O)NC(=O)C2(Cc3c(ccc4ccccc34)N(C)C2)C1=O (stereo not drawn) | 11 | -20 | 1 | -9 | 3 | 5.4 | -2.8 | 0 | 21 | -0.7
CCN(CC(=O)Nc1ccc(OC)cc1)C(=O)c1ccc2c(c1)NC(=O)C(C)S2 (stereo not drawn) | 7 | 4 | 0 | 4 | 7 | 2.3 | 1.6 | 2 | . | 0.1
CCOc1ccc(-n2c(-c3ccccc3)nnc2-c2ccccc2)cc1 | 12 | -3 | -12 | 6 | 1 | -4.6 | -0.4 | -10 | 43 | 1.0
O=C(Nc1cc([N+](=O)[O-])ccc1N1CCOCC1)c1ccco1 | -7 | -2 | -3 | -3 | 6 | -0.7 | -0.4 | -4 | 18 | -3.1
CCCCn1c(SCC(=O)O)nc2ccccc21 | 10 | 6 | -3 | 5 | 4 | 2.2 | 6.5 | -5 | -20 | -3.0
CCC(CC)C(=O)Nc1nnc(CCc2ccccc2)s1 | 12 | 15 | 4 | 0 | 18 | -0.6 | -0.5 | 0 | -19 | -0.4
Cc1ccc(C2(C)NC(=O)N(CC(=O)N(Cc3ccccc3)C(C)(C)C)C2=O)cc1 (stereo not drawn) | 13 | -1 | 16 | 1 | 0 | 0.8 | 0.9 | 7 | 6 | -2.5
CN1CCn2cnc(C(=O)Nc3ccc(Cl)cc3)c2C1=O | 12 | -2 | 8 | -2 | 6 | -0.9 | . | . | . | -1.3
COCCCN1CN(S(=O)(=O)c2ccc(Cl)cc2)c2nc3ccccc3nc21 | -5 | 2 | 4 | 15 | 27 | 2.2 | 1.1 | -5 | 25 | ?
Cc1cccc(CC(C)NC(=O)c2cc(COc3ccc(F)cc3F)on2)n1 (stereo not drawn) | 4 | -4 | -4 | -1 | -3 | -0.3 | -0.3 | 6 | 3 | 0.0
COc1ccc(NC(=O)Nc2ccc(F)cc2)cn1 | -4 | -17 | 10 | 5 | 9 | -0.9 | 4.3 | -5 | 27 | -1.3
C=CCN(C(=O)Cn1nnc2ccccc21)C(C(=O)NCCOC)c1ccc(OC)cc1OC (stereo not drawn) | 5 | 7 | 1 | 0 | 7 | 6.0 | -2.7 | 6 | -2 | 1.3
Cc1ccc(C)c(CSCc2nc3ccccc3[nH]2)c1 | 8 | 2 | 15 | 3 | -5 | 1.7 | 2.0 | . | 23 | -3.0
CCN(Cc1ccccc1)S(=O)(=O)c1ccc(C(=O)N(CCCN(C)C)c2nc3c(C)c(C)ccc3s2)cc1 | -13 | -4 | 0 | 2 | -6 | -2.4 | -0.2 | -6 | . | -3.4
CSc1nc(N)n2nc(C)cc2n1 | -8 | -5 | . | -1 | . | . | . | . | . | -4.1
CSCCC(NS(=O)(=O)c1ccc2[nH]c(=O)c(=O)[nH]c2c1)C(=O)O (stereo not drawn) | -2 | 2 | 2 | 3 | 5 | 0.0 | 3.1 | 2 | 8 | -0.2
CC(=O)Oc1cccc(C2C3=C(CC(C)(C)CC3=O)Nc3ccccc3N2C(C)=O)c1 (stereo not drawn) | 2 | 28 | 10 | -1 | 17 | -2.7 | 0.4 | 10 | 10 | -2.3

Ordered by molar mass (smallest number first): 3 of the compounds above.
SMILES | CCHFV vOTU inh | BoNT-F LC inh | MazEF act | Mtb FBA inh | GDH-TPI inh | Mtb BioA inh | Mtb UGM inh | Rv3671c inh | DUSP3 inh | FadD28 binding
CSc1nc(N)n2nc(C)cc2n1 | -8 | -5 | . | -1 | . | . | . | . | . | -4.1
CCN(CC(=O)Nc1ccc(OC)cc1)C(=O)c1ccc2c(c1)NC(=O)C(C)S2 (stereo not drawn) | 7 | 4 | 0 | 4 | 7 | 2.3 | 1.6 | 2 | . | 0.1
C=CCN(C(=O)Cn1nnc2ccccc21)C(C(=O)NCCOC)c1ccc(OC)cc1OC (stereo not drawn) | 5 | 7 | 1 | 0 | 7 | 6.0 | -2.7 | 6 | -2 | 1.3
